# D1 agonist – activates the human D1 dopamine receptor; P21728; HEK293 T-REx D1 cells, calcium flux, agonist mode; activation, % at 2 µM; 360,000 compounds, 1% hits; also: 0% is about no effect
# Target sequence (P21728 whole entry, looked up): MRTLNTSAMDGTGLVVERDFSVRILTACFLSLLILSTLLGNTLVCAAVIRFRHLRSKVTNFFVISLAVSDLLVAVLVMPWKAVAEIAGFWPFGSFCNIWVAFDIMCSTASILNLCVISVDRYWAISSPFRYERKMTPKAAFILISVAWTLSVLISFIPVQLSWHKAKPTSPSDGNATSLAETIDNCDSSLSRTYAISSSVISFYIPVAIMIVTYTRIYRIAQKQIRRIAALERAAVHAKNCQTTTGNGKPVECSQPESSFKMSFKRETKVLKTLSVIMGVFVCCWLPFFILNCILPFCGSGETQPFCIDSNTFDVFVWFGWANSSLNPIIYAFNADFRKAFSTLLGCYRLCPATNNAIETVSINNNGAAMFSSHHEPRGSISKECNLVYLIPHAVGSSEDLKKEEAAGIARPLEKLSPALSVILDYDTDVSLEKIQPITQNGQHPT
#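 Agonism was scored from calcium flux recorded over 180 s (1 read/s) after pintool compound addition, following a 10-cycle baseline. Cells were inducible force-coupled HEK293 TREx D1, plated overnight at 30 C and loaded with no-wash calcium dye.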
# TRHR PAM – TRH receptor (human) allosteric enhancement | P34981 | 360,000 compounds, 0.66% hits | enhancement, % at 2 µM | TRHR cells, fluo-8 calcium fluorescence, EC20 TRH enhancement | AID 493056; in the data active = enhancement above about 30%; also: 0% is about no effect
# Target sequence (P34981 whole entry, looked up): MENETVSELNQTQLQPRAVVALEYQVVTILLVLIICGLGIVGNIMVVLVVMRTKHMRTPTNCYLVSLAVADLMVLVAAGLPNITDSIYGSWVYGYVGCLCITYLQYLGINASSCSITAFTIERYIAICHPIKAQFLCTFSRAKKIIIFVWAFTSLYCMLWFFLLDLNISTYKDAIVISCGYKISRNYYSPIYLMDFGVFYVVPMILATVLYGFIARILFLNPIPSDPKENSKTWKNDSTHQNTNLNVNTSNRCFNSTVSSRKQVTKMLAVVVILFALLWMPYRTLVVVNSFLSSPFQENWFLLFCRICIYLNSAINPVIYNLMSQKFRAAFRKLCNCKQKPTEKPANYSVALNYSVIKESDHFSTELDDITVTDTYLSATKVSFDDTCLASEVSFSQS
#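 Enhancer read-out: after compound pinning and an initial kinetic agonist-mode read, an EC20 of TRH (10 nM final) was injected and fluo-8 calcium signal (Ex 480/Em 530) followed at 1 s/cycle for 100 cycles in TRHR-expressing cells.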
# TRHR ag – agonists of human TRH receptor. P34981. TRHR cells, calcium flux fluo-8, FDSS agonist mode. activation, % at 2 µM. 360,000 compounds, 0.18% hits. AID 493084; also: 0% is about no effect
#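 Steps: seed TRHR cells overnight; add fluo-8 no-wash Ca dye, RT 30 min–1.5 h; record 10 s baseline; pin-transfer compounds; monitor fluorescence 1 cycle/s for the agonist window. Calcium increases flag candidate agonists.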
# D1 antagonist – blocks dopamine activation of the human D1 receptor; P21728; HEK293 TREx D1 cells, calcium flux, dopamine EC80; stronger effect = lower value; activity change, negative = inhibition, % at 10 µM; 360,000 compounds, 3.2% hits; AID 504652; in the data active = activity change below about -30%; also: % is scaled to controls: 0 for no effect and ±100 for the full control effect
#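 Tetracycline-induced HEK293 Trex D1 cells, force-coupled to calcium, dye-loaded; compounds added and read 180 s, then EC80 dopamine added and calcium flux tracked kinetically another 180 s.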
# RXFP1 antagonist – RXFP1 (human) relaxin receptor antagonism; HEK293-RXFP1, relaxin-stimulated cAMP HTRF, 30 min; stronger effect = lower value; activity change, negative = inhibition, % at 57.5 µM; 350,000 compounds, 0.59% hits;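 active = activity change of -60% or lower, but not beyond a set lower limit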; also: % is scaled to controls: 0 for no effect and ±100 for the full control effect
# D2 ag – D2 dopamine receptor (human) agonism; activation, % at 2 µM; HEK293 T-REx D2 cells, calcium flux agonist mode; P14416; 340,000 compounds, 0.53% hits;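 active = activation over 3 SD above normal in the single-dose calcium agonist read, cut at about 30% in these data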; also: 0% is about no effect
#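 Agonism is scored from calcium flux in a force-coupled, inducible HEK293 cell line expressing D2, read kinetically for 180 s after compound addition against dopamine controls.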
# D2 potentiator – D2 dopamine receptor (human) potentiation. AID 485347. HEK293 T-REx D2, calcium flux, EC20 dopamine potentiation. potentiation, % at 10 µM. P14416. 340,000 compounds, 0.34% hits;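 active = potentiation over 3 SD above the plate norm, cut at about 30% in these data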; also: 0% is about no effect
#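 Cells plated with tetracycline inducer and held overnight at 30 C; calcium dye loaded 30–90 min at room temperature; baseline taken, compound added and read 180 s; EC20 dopamine then added and read 180 s.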
# D1 potentiator – enhances dopamine response at the human D1 receptor; HEK293 TREx D1 cells, calcium flux, dopamine EC20 potentiation; potentiation, % at 10 µM; 360,000 compounds, 0.036% hits; in the data active = potentiation above about 30%; also: 0% is about no effect
# D2 antagonist – antagonizes the human D2 dopamine receptor; P14416; HEK293 TREx D2 cells, calcium flux, dopamine EC80; inhibition, % at 10 µM; 340,000 compounds, 2% hits; in the data active = inhibition above about 30%; also: 0% is about no effect
#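 Overnight-induced (tetracycline, 30 C) HEK293 T-REx cells carrying force-coupled D2 receive a no-wash calcium dye, then compound, then EC80 dopamine at 180 s; signals are read kinetically throughout.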
# * = called active by the depositor; . = no result given. Rule as the data show it, unless noted: active = activation above about 30%; inactive = the rest.
SMILES	D1 agonist	TRHR PAM	TRHR ag	D1 antagonist	RXFP1 antagonist	D2 ag	D2 potentiator	D1 potentiator	D2 antagonist
COc1ccc2nc(NCCCNC(=O)c3cc(OC)c(OC)c(OC)c3)c(C#N)cc2c1	1.6	-5.2	0.9	-1.1	17.0	0.5	-9.2	2.5	6.7
O=C(CSCc1cnn(-c2ccccc2)c1-n1cccc1)NCc1ccccc1F	8.8	-0.9	-0.2	0.1	6.1	0.1	-14.2	-2.0	.
Cn1c(CN2CCOCC2)nnc1SCC(=O)NC1CCCCC1	0.7	-3.2	0.9	-2.2	-4.2	0.6	-9.2	-2.6	21.3
CC(C)(C)n1nnnc1C(c1cccc(C#N)c1)N1CCCc2ccccc21 (configuration not stated)	1.9	-3.8	-0.2	-2.1	13.5	-0.7	-7.6	2.0	29.5
Cc1occc1C(=O)O/N=C(\N)c1ccccc1	1.1	-3.4	0.0	-3.2	-20.7	0.1	-15.3	0.1	-16.9
CCOC(=O)N1CCN(c2ncnc3c2[nH]c2ccc(OC)cc23)CC1	3.4	9.8	-0.9	-2.1	3.3	0.5	-1.0	-0.1	-2.7
CCCCN(CCCNC(=O)c1c(C)cc(=O)oc1C)c1ccccc1	3.7	-4.0	-0.4	4.4	16.2	0.7	1.2	0.1	-1.4
N#CC1=C2C=CC=CN2CC1=O	4.9	8.5	2.5	-12.6	8.8	1.4	-9.6	-1.6	-6.0
O=C(CSc1nnc(-c2ccco2)n1-c1ccccc1)N1CCOCC1	4.7	-1.3	-0.2	4.0	-11.3	-1.8	5.2	-2.4	-5.7
COc1ccc(-n2c(=O)c3c(c4cc(OC)ccc4n3C)n(Cc3c(F)cccc3Cl)c2=O)cc1	2.4	3.4	0.8	-8.2	.	1.6	-3.9	1.8	.
CCC/C(O)=C1\C(=O)CCCC1=NCCc1c(C)[nH]c2ccc(OC)cc12	3.0	0.7	-0.2	-4.2	12.8	-0.8	.	-5.8	-8.1
CN1CCN(S(=O)(=O)c2cccc(C(=O)N(Cc3nnc(-c4ccccc4Cl)o3)C3CC3)c2)CC1	1.0	-2.6	0.3	-15.2	-2.0	-1.6	-1.5	-2.9	-11.3
CCN(CC(=O)Nc1ccc2c(c1)OCCO2)C(=O)CN1C(=O)NC(C)(c2ccc(C)cc2)C1=O (configuration not stated)	-0.3	2.7	0.5	0.1	8.1	0.0	-6.6	-4.8	-0.6
COc1cccc(NC(=O)CCc2nc(-c3cc(OC)c(OC)c(OC)c3)no2)c1	0.7	-1.3	-0.4	-10.1	.	-0.8	-7.0	1.9	.
Cc1n[nH]c(=O)n1-c1ccc(C(C)(C)C)cc1	6.1	0.3	0.1	-11.9	-19.7	0.2	-0.3	-2.4	5.6
N#Cc1ccc(S(=O)(=O)NCC(=O)OCC(=O)N2CCCC2=O)cc1	1.8	2.5	0.1	-2.4	-1.2	0.2	0.3	-3.4	8.6
CCC(=O)Nc1sc(C(=O)Nc2ccccc2OC)c(C)c1C(=O)OC	1.4	4.0	0.2	2.4	-0.3	0.3	2.2	2.4	15.7
CC1CCC(C(=O)c2c(O)c3ccccc3oc2=O)CC1 (configuration not stated)	1.7	-0.8	0.4	5.3	-6.7	-0.7	0.7	-0.1	1.0
c1cncc(CNc2ncnc3ccc(-c4cccnc4)cc23)c1	3.9	-4.5	-0.2	-17.2	.	.	.	-5.8	.
CC(C)(C)c1ccc(C(=O)CCC(=O)OCC(=O)NCCc2ccc(S(N)(=O)=O)cc2)cc1	4.7	4.3	0.2	-34.2*	-38.6	-0.4	-7.0	-3.9	-30.1
COc1cc(OC)cc(-c2nc3nc(C)c(CCC(=O)Nc4ccc(Cl)cc4)c(C)n3n2)c1	2.0	-2.3	0.2	-10.4	.	-1.1	-3.3	0.7	.
Cc1cccc(C(=O)NC(=S)Nc2ccccc2C(=O)O)c1	1.2	-2.3	-0.2	2.4	4.7	1.0	-0.1	10.4	10.9
Cc1ccnc(NC(=O)CNC(=O)c2cccs2)c1	2.9	-2.4	-0.3	19.5	13.2	0.8	13.0	-5.1	13.1
COc1ccccc1N1CCN(/N=C/c2cccc(OC)c2OC)CC1	2.9	-1.4	0.3	-4.9	.	-1.0	-5.2	1.9	-2.6
O=C(CSCc1ccc(Cl)cc1Cl)Nc1ccc(O)cc1C(=O)O	-0.3	6.0	-0.7	13.8	-3.1	2.6	2.8	-9.9	20.8
Cc1cccc(NC(=O)CCNS(=O)(=O)c2cc(Br)cnc2N)c1C	19.7	6.0	0.3	6.5	16.1	0.1	0.2	-0.8	2.0
COc1ccc(C2C(CC(=O)O)=C(O)C(=O)N2c2ccccc2)cc1 (configuration not stated)	3.4	5.2	-1.3	-15.6	6.8	-0.4	10.0	-0.7	-25.3
NC(=O)C1CCN(C(=O)CN2CCCc3ccccc32)CC1	3.7	-1.9	0.4	5.8	-3.8	0.9	11.0	-3.1	-3.8
CN(CC(=O)Nc1cccc(F)c1)CC(=O)Nc1cccc(S(=O)(=O)N2CCCCCC2)c1	1.6	-2.8	0.2	-7.1	-11.0	0.3	-4.9	-10.9	-11.7
CCn1c(SCC(N)=O)nc2sc3c(c2c1=O)CCCC3	-0.9	-0.4	-0.4	0.4	-5.3	-0.2	3.7	0.9	28.2
COc1cc(NC(=O)c2cccs2)c(C(=O)OCC(=O)c2cc(C)n(-c3ccccc3)c2C)cc1OC	1.6	1.9	-0.4	-2.9	-2.6	-2.6	-5.4	-5.5	-22.9
CC(C)c1ccc(S(=O)(=O)N2CCN(C(=O)c3ccc(N4CCCC4)c([N+](=O)[O-])c3)CC2)cc1	0.8	7.0	0.7	-3.4	-10.0	1.1	8.5	3.4	6.1
CCSc1nnc2c(n1)OC=Nc1ccc(Br)cc1-2	0.5	0.3	-0.1	15.2	-10.2	-0.6	-5.4	-3.3	-9.8
O=C(CSc1ncn[nH]1)Nc1ccc(Cl)c(Cl)c1	5.8	2.1	0.0	-18.0	3.6	0.6	-2.0	-8.8	2.6
CCCNC(=O)COC(=O)c1cc(C)nc2ccccc12	2.0	-7.1	0.1	5.3	5.8	0.1	-3.4	0.0	15.7
CCc1ccc(NC(=O)CN2CCc3ccccc3C2)cc1	-1.3	-1.1	-0.5	-3.5	-10.4	.	.	-3.1	.
CCn1c(O)c(N=NC(=O)C2C(=O)NCC2c2ccccc2)c2ccccc21 (configuration not stated)	1.0	-6.0	-1.0	-80.2*	-1.8	-0.9	-17.3	-2.5	9.2
Cc1ccc(OCCC(=O)OCC(=O)NCc2ccccc2)cc1	1.4	-5.3	0.4	0.2	-4.4	-0.7	4.0	-1.3	-24.0
Cc1cc(C)c(C#N)c(Sc2ccccc2N)n1	0.0	-0.2	0.2	-9.9	-4.0	-0.8	-1.4	-4.1	-13.7
Cc1ccc2c(c1)c1c(c(=O)n(-c3ccccc3)c(=O)n1CC(=O)N1CCCC1)n2C	-0.5	-5.2	0.0	2.5	-4.1	0.0	-6.1	-0.6	.
Cc1ccc(N2C(=O)C3C=NNC3C2=O)cc1 (configuration not stated)	3.9	4.0	1.7	2.6	5.0	2.2	-8.1	2.2	-18.6
O=C(CSc1ncnc2c1cnn2-c1ccc(Cl)cc1)NCc1ccc2c(c1)OCO2	2.8	5.1	-0.5	-14.1	-6.7	-0.3	13.9	-0.6	-25.1
Cc1ccccc1C(=O)Oc1cc(-c2ccc3c(c2)OCO3)cc(=O)c2c(C)oc(C)c12	0.0	4.9	-0.1	-3.4	-8.4	.	18.2	-1.8	.
CCCC(C)C(=O)Nc1ccc(Cl)cn1 (configuration not stated)	0.2	-4.0	-0.3	-34.3*	0.9	-0.2	0.7	-1.9	-1.2
Cc1nc2sc(C(c3ccco3)N3CCN(C(c4ccccc4)c4ccccc4)CC3)c(O)n2n1 (configuration not stated)	9.7	3.7	1.2	26.8	0.2	0.7	32.5*	3.0	-4.7
COc1ccc(-c2nnn(CC(=O)NCc3cccs3)n2)cc1OC	21.7	7.1	-0.4	10.6	-2.2	-0.2	12.4	-2.0	-2.2
O=C(CSc1nnc2ccccn12)Nc1cccc(-c2nc3ccccc3s2)c1	2.2	1.3	-0.9	7.6	1.1	-0.7	-7.4	-10.3	-5.7
COCCNC(=O)C(OC(=O)c1cccs1)c1ccc(F)cc1 (configuration not stated)	2.0	-4.5	-0.1	-5.0	-8.1	0.2	6.1	-2.2	-0.3
O=C(COC(=O)c1c(F)cccc1Cl)NC1CCCCC1	3.0	3.5	0.0	39.3	7.9	-1.1	3.4	4.7	-11.2
COc1ccc(CNC(=O)COC(=O)CC2CC3CCC2C3)cc1OC (configuration not stated)	7.1	-6.1	0.8	-26.0	-3.2	0.1	0.5	-3.0	-4.6
N#C/C(=C\c1ccncc1)C(=O)Nc1ccc(C(=O)O)cc1	1.2	-1.9	0.6	-4.8	15.1	0.3	15.1	-6.8	-1.2
COc1ccc(OC)c(NC(=O)C(OC(=O)CNC(=O)c2ccccc2)c2ccccc2)c1 (configuration not stated)	2.2	4.2	-1.2	0.6	.	.	.	0.3	.
COc1cc(NC(=O)COc2ccccc2)ccc1NC(=O)c1ccco1	-0.5	12.1	-0.4	-1.8	1.8	-1.0	-2.4	-7.8	2.8
Cc1ccc(Cn2nnc3c(=O)n(CC(=O)N4CCCCC4)cnc32)cc1	6.9	25.5	-0.8	1.1	-6.3	-0.9	8.3	4.9	6.3
Cc1ccc(-n2c(C)cc(/C=N/NC(N)=S)c2C)cc1	8.2	-2.0	-3.6	-27.5	-11.6	-0.5	-0.4	-13.9	0.5
O=C(c1ccc2c(c1)OCCO2)C1CCN(C(=O)c2ccc(F)c(F)c2)CC1	2.0	0.4	0.0	-9.3	12.6	0.2	-4.4	-2.2	0.9
C=CCSc1nc2sc3c(c2c(=O)n1-c1ccccc1)CCN(C)C3	5.1	4.4	0.2	5.9	6.4	-0.4	1.3	-9.3	-0.4
COCn1c(-c2ccc(OC)c(OC)c2)nc2ccccc21	2.8	-0.8	-0.4	-2.0	-9.3	6.9	-3.9	1.1	-1.4

# Ordered by number of heavy atoms (smallest number first): 4 of the compounds above
SMILES	D1 agonist	TRHR PAM	TRHR ag	D1 antagonist	RXFP1 antagonist	D2 ag	D2 potentiator	D1 potentiator	D2 antagonist
COCn1c(-c2ccc(OC)c(OC)c2)nc2ccccc21	2.8	-0.8	-0.4	-2.0	-9.3	6.9	-3.9	1.1	-1.4
COc1ccc(CNC(=O)COC(=O)CC2CC3CCC2C3)cc1OC (configuration not stated)	7.1	-6.1	0.8	-26.0	-3.2	0.1	0.5	-3.0	-4.6
COc1cc(NC(=O)COc2ccccc2)ccc1NC(=O)c1ccco1	-0.5	12.1	-0.4	-1.8	1.8	-1.0	-2.4	-7.8	2.8
O=C(c1ccc2c(c1)OCCO2)C1CCN(C(=O)c2ccc(F)c(F)c2)CC1	2.0	0.4	0.0	-9.3	12.6	0.2	-4.4	-2.2	0.9

# Not a hit list (roughly 7.1% active in at least one column).
